BAP1 block: human BAP1 deubiquitinase inhibition; recombinant BAP1, Ub-AMC hydrolysis fluorescence kinetic; stronger effect = lower value; activity remaining (% of control), % at 20 µM; 72,000 compounds, 0.48% hits; AID 436;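 active = activity remaining at or below 50% of control, provided the compound also passes the data quality filters; inactive = the rest, including low values that fail the filters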;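 also: 100% = DMSO wells rate and 0% = substrate alone blank rate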
Target sequence (Q92560 whole entry, looked up): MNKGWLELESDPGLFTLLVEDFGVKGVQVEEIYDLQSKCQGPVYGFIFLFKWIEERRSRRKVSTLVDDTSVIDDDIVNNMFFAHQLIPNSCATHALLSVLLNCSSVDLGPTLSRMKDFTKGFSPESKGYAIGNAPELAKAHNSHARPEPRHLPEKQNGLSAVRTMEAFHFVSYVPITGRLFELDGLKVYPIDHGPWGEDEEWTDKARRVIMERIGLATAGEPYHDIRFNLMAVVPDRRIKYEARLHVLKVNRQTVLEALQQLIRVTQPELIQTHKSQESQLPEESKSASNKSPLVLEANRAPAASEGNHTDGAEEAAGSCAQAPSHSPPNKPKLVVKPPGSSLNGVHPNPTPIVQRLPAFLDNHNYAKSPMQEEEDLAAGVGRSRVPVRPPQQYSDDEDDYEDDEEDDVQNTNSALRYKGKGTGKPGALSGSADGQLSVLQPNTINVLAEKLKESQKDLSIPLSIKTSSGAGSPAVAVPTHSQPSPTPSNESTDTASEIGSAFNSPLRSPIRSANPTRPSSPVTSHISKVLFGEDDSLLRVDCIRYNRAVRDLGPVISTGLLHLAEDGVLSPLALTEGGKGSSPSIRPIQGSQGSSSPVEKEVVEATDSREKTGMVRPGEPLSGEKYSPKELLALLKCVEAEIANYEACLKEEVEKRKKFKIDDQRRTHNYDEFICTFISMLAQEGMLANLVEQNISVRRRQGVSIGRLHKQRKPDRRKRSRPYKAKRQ
HePTP inhibitor: inhibitors of human HePTP phosphatase; P35236; 110,000 compounds, 0.64% hits; inhibition, % at 20 µM; recombinant HePTP phosphatase activity, OD absorbance; in the data active = inhibition above about 50%;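 also: plate controls were vehicle for no effect and reference inhibitor for full effect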
Target sequence (P35236 whole entry, looked up): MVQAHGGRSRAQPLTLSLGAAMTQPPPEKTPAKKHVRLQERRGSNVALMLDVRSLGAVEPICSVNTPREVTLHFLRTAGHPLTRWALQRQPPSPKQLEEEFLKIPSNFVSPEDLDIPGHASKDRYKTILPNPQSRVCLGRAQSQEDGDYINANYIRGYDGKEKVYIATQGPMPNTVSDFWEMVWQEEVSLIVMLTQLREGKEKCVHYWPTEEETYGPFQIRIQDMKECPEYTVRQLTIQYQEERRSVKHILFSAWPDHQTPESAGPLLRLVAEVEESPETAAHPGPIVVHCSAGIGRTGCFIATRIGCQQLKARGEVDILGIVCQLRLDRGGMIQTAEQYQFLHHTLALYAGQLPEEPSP
Numbers without * were called inactive; . = not tested or not shown; & = joins results of further samples.

The first 5 compounds as a preview:
BAP1 block,HePTP inhibitor,Compound
67,4,O=C(CN1C(=O)CSc2ccccc21)Nc1ccccc1C(=O)N1CCOCC1
.,-3,Cc1cc2nc(-c3cc(NC(=O)COc4ccccc4)ccc3O)oc2cc1C
90,-8,CCOc1ccc(CCNC(=O)C2CCCN(C(=O)N(C)C)C2)cc1OCC (stereo not drawn)
123,10,COc1ccccc1N1CCN(C(=O)CN(Cc2ccccc2)S(C)(=O)=O)CC1
.,2,COc1ccc(/C=N/N(C)CCN(C)/N=C/c2ccc(OC)cc2)cc1

Main list, repeating the preview:
BAP1 block,HePTP inhibitor,Compound
67,4,O=C(CN1C(=O)CSc2ccccc21)Nc1ccccc1C(=O)N1CCOCC1
.,-3,Cc1cc2nc(-c3cc(NC(=O)COc4ccccc4)ccc3O)oc2cc1C
90,-8,CCOc1ccc(CCNC(=O)C2CCCN(C(=O)N(C)C)C2)cc1OCC (stereo not drawn)
123,10,COc1ccccc1N1CCN(C(=O)CN(Cc2ccccc2)S(C)(=O)=O)CC1
.,2,COc1ccc(/C=N/N(C)CCN(C)/N=C/c2ccc(OC)cc2)cc1
82,-11,CCOC(=O)N1CCN(c2c(-c3ccc(C)cc3)c(=O)c2=O)CC1
85,-2,Cn1c(=O)c2c(nc(Br)n2CCSc2nnnn2-c2ccccc2)n(C)c1=O
.,7,O=C(CCCOc1ccccc1)Nc1ccc(Cl)c(Cl)c1
146,.,CCOC(=O)C1=C(C)NC2=C(C(=O)CC(c3ccccc3)C2)C1c1cccnc1 (stereo not drawn)
.,-13,CCOc1cc(C(=O)NC(c2ccccc2)c2ccccc2)cc(OCC)c1OCC
.,-12,CCOC(=O)CCN1C(=O)/C(=C/c2ccc(Cl)cc2Cl)SC1=S
.,6,CC(C)C12CN3CC(C(C)C)(CN(C1)C3c1c(O)ccc3ccccc13)C2=O (stereo not drawn)
73,2,COCc1[nH]nc2c1C(c1ccc(OC)c(OC)c1)C(C#N)=C(N)O2 (stereo not drawn)
.,105*,Cc1ccc(OCCc2c(C)n[nH]c2C)c(Cl)c1
.,-4,Nc1ncc(Cc2ccccc2[N+](=O)[O-])s1
.,9,COc1cc(OC)cc(C(=O)Nc2c(C)cc(Br)cc2C)c1
.,5,CC(Oc1ccccc1)C(=O)Nc1ccccc1F (stereo not drawn)
101,10,COC(=O)c1ccccc1S(=O)(=O)N(CCCN1CCOCC1)Cc1cccs1
87,2,Cc1cc(C)cc(OCCCC(=O)O)c1
98,-2,CCn1cc(Br)c(C(=O)Nc2ccc(F)c(Cl)c2)n1
103,-13,COc1ccc2nc(SCC(N)=O)[nH]c2c1
.,6,Fc1cccc(-c2nc3ccccc3[nH]2)c1
101,-2,CCOC(=O)N1CCN(C(=O)CSc2ncccn2)CC1
.,5,Cc1ccc(C(=O)NCCNC(=O)CN2CCCC2)cc1
.,-10,C=CCOc1cccc(/C=C/C(=O)c2ccc(C)cc2)c1
99,5,CC(C)c1[nH]nc2c1C(c1ccc(OC(=O)c3ccco3)cc1)C(C#N)=C(N)O2 (stereo not drawn)
109,5,O=C(Nc1ccc2c(c1)oc1ccccc12)c1cccnc1
101,-6,Cn1c(CN2CCOCC2)nnc1SCC(=O)NC1CCCCC1
.,45,Cc1c(Cl)cccc1N=C1NC(=O)/C(=C/c2ccc(O)c([N+](=O)[O-])c2)S1
.,5,O=C1C(Nc2ccccc2)=CC(c2ccc3c(c2)OCO3)N1c1ccccc1 (stereo not drawn)
70,2,O=C(Nc1ccc2c(c1)OCO2)Nc1ccc(Br)cn1
99,8,O=C(NC1CCCC1)C1CC(=O)N(CCc2ccccc2)C1 (stereo not drawn)

Printed as active in HePTP inhibitor (from the list above):
BAP1 block,HePTP inhibitor,Compound
.,105*,Cc1ccc(OCCc2c(C)n[nH]c2C)c(Cl)c1

(continued)
BAP1 block,HePTP inhibitor,Compound
.,0,Cc1ccc(OCC(=O)Nc2sc3c(c2C(N)=O)CCC(C)C3)cc1C (stereo not drawn)
.,-10,O=C(Nc1ccccc1F)c1cncc(Br)c1
.,3,COc1cccc(OCCOc2ccc(/C=C3/SC(=S)N(c4ccccc4)C3=O)cc2OC)c1
.,-6,Clc1ccc(C2=CSC3=NCCN23)cc1
.,-15,N/C(=N\OC(=O)c1ccc(Cl)cc1Cl)c1ccc(Br)cc1
.,6,COc1cc(Br)c(/C=C(\C#N)C(=O)NCc2ccco2)cc1OC
.,-2,Brc1ccccc1OCCCCN1CCCC1
.,-6,O=C1c2ccccc2NC(c2ccccc2F)N1c1ccc(Cl)cc1 (stereo not drawn)
103,4,Cn1c(=O)[nH]c(=O)c2c1nc(N1CCOCC1)n2CC(O)COc1ccc2ccccc2c1 (stereo not drawn)
50,-5,CCOC(=O)c1c(NC(=O)C2CCCCC2)sc(C(=O)Nc2ccccc2F)c1C
102,1,COc1ccc(S(=O)(=O)N2CCN(C(=O)c3cccs3)CC2)cc1OC
98,0,O=c1c2nnn(Cc3ccccc3)c2ncn1C/C=C/c1ccccc1
155,1,O=C(NCc1cccnc1)c1nn2c(c1Cl)NC(c1ccccc1)CC2C(F)(F)F (stereo not drawn)
97,-10,Cc1cc(C(=O)O)sc1C
.,5,COc1ccc2c(-c3ccccc3)cc(N3CCOCC3)nc2c1
101,3,COc1ccc(NC(=O)CN2CCN(CC(=O)Nc3ccccc3F)CC2)cc1OC
88,13,O=C(Nc1nc2ccccc2[nH]1)C1CC(=O)N(c2ccc3c(c2)OCCO3)C1 (stereo not drawn)
.,-4,Cc1n[nH]c(=S)n(/N=C/c2ccc3c(c2)OCO3)c1=O
91,-10&2,CN(C)c1ccc(C(=S)N2CCOCC2)cc1Br
92,.,NC(=O)c1cccc(N)c1
94,6,CCC(=O)N(Cc1cc2c(C)cc(C)cc2[nH]c1=O)C1CCCCC1
90,12,Cc1cc(NCc2ccccc2Cl)n2nnnc2n1
.,-15,Cc1cc(/C=C2/C(=O)NC(=O)N(c3ccccc3)C2=O)c(C)n1-c1ccccc1
101,13,Cn1c(C(=O)N2CCN(Cc3ccccc3)CC2)cc2c(=O)n(C)c3ccccc3c21
.,-19,Cc1[nH]nc(Nc2cccc(C(=O)O)c2)c1[N+](=O)[O-]
.,-5,O=C(Nc1ccccc1OCC(F)(F)C(F)F)c1ccc(Cl)c([N+](=O)[O-])c1
116,9,CC(C)N(C(=O)CSc1nn2c(=O)c(C(C)(C)C)nnc2s1)c1ccccc1
93,1,Cc1csc(C2=C(O)CN(CCc3ccccc3)C2=N)n1
125,16,Cc1ccc(C(=O)Oc2ccc3c(c2)ncn3C)cc1
76,2,Nc1nc(-c2ccc(Br)s2)c(Br)s1
97,9,O=C(O)c1c(F)c(F)cc2ccccc12
.,7,CCn1c(COc2ccc3c(c2)CCCC3)nnc1SCC(=O)Nc1nccs1
97,5,Cc1cc2oc(C(=O)NCc3ccncc3)c(C)c2cc1C
99,-8,CCn1c(CCCNC(=O)c2cccs2)nc2ccccc21
95,9,O=C1CCn2nc(-c3ccc(Cl)cc3)cc2N1
105,7,Oc1[nH]c2ccccc2c1OCc1ccncc1
90,1,CC1CCN(c2nc3c(c(=O)[nH]c(=O)n3C)n2Cc2ccccc2Cl)CC1
78,-2,CCOC(=O)c1cccc(NC(=O)COc2ccc(OC)cc2)c1
108,14,Clc1ccc(Nc2nc(NCCN3CCOCC3)nc(N3CCOCC3)n2)cc1
.,-2,COc1ccc(C(=O)Nc2cccc(C(=O)Nc3cccc(O)c3)c2)cc1
98,2,O=C(c1ccccc1)N1CCN(c2ccccc2F)CC1
.,3,Cc1ccc(S(=O)(=O)Nc2c(C)c(Cl)c(O)c(Cl)c2C)cc1
97,-6,Cc1csc(NC(=O)C2CCCN2C(=O)OCC(C)C)n1 (stereo not drawn)
.,8,O=C1/C(=C/c2ccc(Cl)cc2Cl)SC(=S)N1c1ccc(Br)cc1
93,9,Cn1c(Cn2cnc3ccccc32)nnc1SCC(=O)CC(=O)Nc1ccccc1
108,-2,COc1ccc(NC(C)=O)cc1NC(=O)CSc1nc2ncccc2[nH]1
.,-16,COc1ccc(NC(=O)c2ccc(F)cc2)cc1Cl
98,-2,O=S(=O)(Nc1cccc(C(F)(F)F)c1)c1cccnc1
.,-16,COc1ccc(/C=C2/N=C(c3ccc(Br)cc3)OC2=O)cc1
112,9,O=C(OCc1ccccc1F)c1ccc2c(c1)OCCO2
.,11,CCCCNC(=O)c1nn2c(c1Cl)NC(c1ccccc1)CC2C(F)(F)F (stereo not drawn)
79,12,O=C(Cn1cnc2c(cnn2-c2ccccc2Cl)c1=O)N1CCc2ccccc21
.,6,CCc1cc(C)cc(OCCOc2ccc(/C=N/n3cnnc3)cc2)c1
.,6,Cc1ccc(C(c2nnnn2CC2CCCO2)N2CCN(c3cccc(C)c3C)CC2)cc1 (stereo not drawn)
90,3,COC(=O)C1CCN(C(=O)c2ccccc2NC(C)=O)CC1
96,4,Cc1cccc(-n2c(N)cc(=O)[nH]c2=S)c1

(further entries)
BAP1 block,HePTP inhibitor,Compound
.,2,CN(C)c1ccc(C2=NN(c3ccc(C=O)cc3)C(c3ccccc3)C2)cc1 (stereo not drawn)
54,8,Cn1cnc2c1c(=O)n(Cc1cccc(Br)c1)c(=O)n2C
100,4,CCN1CCN(c2cc(=O)n(C3CCCCC3)c(=O)[nH]2)CC1
110,4,COC(=O)Nc1ccc2c(c1)ncn2C1CCCCC1
106,9,CCOC(=O)C(C(=O)OCC)C(CC(=O)C1CC1)c1ccccc1 (stereo not drawn)
76,.,CC(=O)[C@]1(O)Cc2c(O)c3c(c(O)c2[C@@H](O[C@H]2C[C@H](N)[C@H](O)[C@H](C)O2)C1)C(=O)c1ccccc1C3=O
105,9,CCOc1cc(NC(=O)c2ccco2)c(OCC)cc1NC(=O)CCC(=O)NCc1cccnc1
98,8,Cn1nc(-c2ccc(Cl)cc2)c2cc(C(=O)N3CCN(C(=O)c4ccco4)CC3)sc21

Four structures already listed, ordered by molar mass, high to low.
BAP1 block,HePTP inhibitor,Compound
76,.,CC(=O)[C@]1(O)Cc2c(O)c3c(c(O)c2[C@@H](O[C@H]2C[C@H](N)[C@H](O)[C@H](C)O2)C1)C(=O)c1ccccc1C3=O
105,9,CCOc1cc(NC(=O)c2ccco2)c(OCC)cc1NC(=O)CCC(=O)NCc1cccnc1
.,2,CN(C)c1ccc(C2=NN(c3ccc(C=O)cc3)C(c3ccccc3)C2)cc1 (stereo not drawn)
110,4,COC(=O)Nc1ccc2c(c1)ncn2C1CCCCC1

(next part)
BAP1 block,HePTP inhibitor,Compound
80,.,O=C(Nc1cc2c(ccc3ccccc32)oc1=O)c1ccc(F)cc1
.,8,O=C(O)CN1C(=O)c2cccc3c(Br)ccc1c23
61,-3,CC(NC(=O)OC(C)(C)C)C(=O)N1CCCC1C(=O)NC(Cc1ccccc1)C(N)=O (stereo not drawn)
.,11,C=CCOc1ccc(C=C2C(=O)N(C)C(=O)N(C)C2=O)cc1OC
.,0,COc1ccc(S(=O)(=O)N2CCCC2)cc1OC
.,1,O=C1CCCC2=C1C(c1ccc(Br)cc1)Nc1ccc(C(=O)c3ccccc3)cc1N2 (stereo not drawn)
92,1,Cc1ccnc2c(N3C(=O)C4C5C=CC(C5)C4(C)C3=O)cccc12 (stereo not drawn)
.,-5,CC(C)N(Cc1ccccc1)S(=O)(=O)c1ccc(F)cc1
157,17,CCOC(=O)N1CCN(C(=O)C2CCC(C(=O)N3CCN(C(=O)OCC)CC3)CC2)CC1 (stereo not drawn)
83,6&-9,CC(=O)c1c(N2CCN(c3ccccc3)CC2)nc(=S)n(-c2ccccc2)c1C
.,8,COc1ccccc1N1C(=O)/C(=C/c2cccc(Cl)c2)SC1=S
118,-8,COc1ccc(N2CCN(Cc3nc(N)nc(Nc4ccccc4OC)n3)CC2)cc1
139,3,COC(=O)C1=C(C)N(c2cccc(C(C)=O)c2)C(=O)C1
.,-5,CC(C)(C)C1CCC2(CC1)NC(=S)N(c1ccccc1)N2 (stereo not drawn)
96,1,O=C(CCCC(=O)N(CC(=O)NC1CCCC1)Cc1ccc(F)cc1)Nc1ccccn1
69,.,CCOC(=O)c1c(C)n(-c2ccccc2)c2c1cc(OC(=O)CC)c1ccccc12

An excerpt from above in order of their number in HePTP inhibitor, lowest first:
BAP1 block,HePTP inhibitor,Compound
.,-5,CC(C)(C)C1CCC2(CC1)NC(=S)N(c1ccccc1)N2 (stereo not drawn)
96,1,O=C(CCCC(=O)N(CC(=O)NC1CCCC1)Cc1ccc(F)cc1)Nc1ccccn1
139,3,COC(=O)C1=C(C)N(c2cccc(C(C)=O)c2)C(=O)C1

Going on with the list:
BAP1 block,HePTP inhibitor,Compound
73,.,COC(=O)c1ccccc1NC(=O)c1ccc([N+](=O)[O-])o1
111,10,Cc1ccc2nsnc2c1S(=O)(=O)NCc1ccncc1
52,1,O=c1c2ccccc2n(Cc2cccc(F)c2)c(=O)n1C1CCCC1
92,6,COC(=O)CCC/C=C1/SCC(NC(=O)c2ccccc2)C1O (stereo not drawn)
.,30,COn1c(=O)c(=O)n(OC)c2ccccc21
76,14,CCOc1ccc2nc(NS(C)(=O)=O)sc2c1
.,-5,Cc1ccc(C(=O)Nn2c(O)c(C3=c4cc(Br)ccc4=NC3=O)sc2=S)cc1
98,4,COC(=O)COc1ccc(S(=O)(=O)Nc2ccccc2SC)cc1
91,-2,CCOC(=O)Nc1cc(=O)c2ccccc2o1
.,7,O=C(CCc1ccccc1)Nc1ccc(Cc2ccncc2)cc1
74,4,COc1ccc(NC2=Nc3cccc4cccc2c34)cc1
132,-1,Cc1ccc(C)c(N(CC(=O)N(C)C)S(C)(=O)=O)c1
55,8,CN1CCN(Cc2c(O)c(Cl)cc3c(-c4ccccc4)cc(=O)oc23)CC1
101,7,C=CCn1c(NCCOC)nc2c1c(=O)n(C)c(=O)n2C
